From PubChem BioAssay
PREPL inhibitor: human PREPL enzyme inhibition; Q4J6C6; recombinant PREPL, fluorescence polarization activity-based probe; inhibition, % at 5.96 µM; 0.68% of 320,000 active; in the data active = inhibition above about 43%;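 also: 0% = enzyme with DMSO and 100% = wells lacking enzyme; many of its hits are not listed in these tables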
EBNA-1 inhibitor: blocks EBNA-1 binding to DNA; EBNA-1 DNA binding, fluorescence polarization; inhibition, % at 14.8 µM; 0.34% of 300,000 active; in the data active = inhibition above about 28%
ZTA DNA inh: blocks Epstein-Barr virus ZTA, an EBNA-1 counter-screen; P03206; ZTA-DNA binding, fluorescence polarization; inhibition, % at 11 µM; 0.15% of 320,000 active; AID 2234; in the data active = inhibition above about 33%
Target sequence (P03206 whole entry, looked up): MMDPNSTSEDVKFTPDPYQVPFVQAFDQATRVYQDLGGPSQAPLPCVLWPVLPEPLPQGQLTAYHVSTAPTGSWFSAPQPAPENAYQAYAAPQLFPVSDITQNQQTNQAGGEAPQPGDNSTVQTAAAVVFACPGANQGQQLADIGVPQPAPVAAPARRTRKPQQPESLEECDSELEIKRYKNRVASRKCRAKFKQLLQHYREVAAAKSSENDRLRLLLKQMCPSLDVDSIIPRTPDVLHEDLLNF
PAFAH1B3 FP inh: inhibitors of human PAFAH1B3; Q15102; recombinant PAFAH1B3, FP-rhodamine probe, fluorescence polarization; inhibition, % at 3.39 µM; 0.28% of 340,000 active; AID 492972;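 active = inhibition above the screen-wide average of all tested compounds plus 3 SD, cut at about 25% in these data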;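 also: 0% = enzyme with DMSO only and 100% = wells lacking PAFAH1B3 protein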
LYPLA2 inh: LYPLA2 (human) inhibition in PME1 counter-screen | O95372 | recombinant LYPLA2, FP-Rh probe fluorescence polarization | inhibition, % at 5.9 µM | 0.38% of 320,000 active | AID 2177;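 active = inhibition above the screen-wide mean plus 3 SD, limit set per campaign, cut at about 26% in these data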;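 also: 0% = LYPLA2 with DMSO and 100% = wells lacking LYPLA2 enzyme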
PAD4 FP inh: blocks human protein arginine deiminase 4; recombinant PAD4, RCA probe fluorescence polarization; inhibition, % at 6.36 µM; 0.41% of 330,000 active; AID 485272;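 active = percent inhibition above a cutoff equal to the mean of all tested compounds plus 3 SD, cut at about 15% in these data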;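 also: 0% = PAD4 with RCA probe and DMSO and 100% = probe without PAD4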
Target sequence (Q9UM07 whole entry, looked up): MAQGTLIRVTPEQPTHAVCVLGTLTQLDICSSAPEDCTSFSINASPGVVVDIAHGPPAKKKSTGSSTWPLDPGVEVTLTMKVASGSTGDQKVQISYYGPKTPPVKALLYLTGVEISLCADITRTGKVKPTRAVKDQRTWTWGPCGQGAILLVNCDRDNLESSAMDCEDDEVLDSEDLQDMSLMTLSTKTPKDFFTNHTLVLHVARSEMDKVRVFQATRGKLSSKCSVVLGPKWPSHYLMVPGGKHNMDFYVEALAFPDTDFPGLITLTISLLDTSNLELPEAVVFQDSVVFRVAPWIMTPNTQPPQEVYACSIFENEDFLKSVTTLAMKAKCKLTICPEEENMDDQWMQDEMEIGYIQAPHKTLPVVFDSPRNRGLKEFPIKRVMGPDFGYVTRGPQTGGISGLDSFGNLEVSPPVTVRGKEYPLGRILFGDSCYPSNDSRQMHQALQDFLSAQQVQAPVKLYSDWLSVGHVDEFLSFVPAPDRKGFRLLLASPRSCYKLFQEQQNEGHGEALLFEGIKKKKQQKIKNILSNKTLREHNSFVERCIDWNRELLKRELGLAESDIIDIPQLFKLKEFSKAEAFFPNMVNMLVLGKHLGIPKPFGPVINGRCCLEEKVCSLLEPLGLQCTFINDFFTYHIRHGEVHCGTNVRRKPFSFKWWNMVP
GSTO1 inh: blocks human GSTO1 in RBBP9 counter-screen; recombinant GSTO1, activity-based probe fluorescence polarization; inhibition, % at 5.96 µM; 1.1% of 300,000 active; AID 1974;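 active = inhibition above the campaign mean inhibition plus 3 SD, cut at about 35% in these data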;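 also: 0% = GSTO1-1 with DMSO and 100% = wells lacking GSTO1-1 enzyme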
PAFAH2 FP inh: inhibitors of human PAFAH2 | inhibition, % at 3.39 µM | Q99487 | 0.99% of 340,000 active | AID 492956 | recombinant PAFAH2, FP-rhodamine activity probe, fluorescence polarization;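 active = inhibition above the mean over all tested compounds plus 3 SD, cut at about 30% in these data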;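 also: inhibitors block probe labeling of enzyme so polarization drops; 0% = enzyme with DMSO and 100% = wells lacking PAFAH2 protein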
LYPLA1 inh: counter-screen for PME1 inhibitors: inhibitors of human LYPLA1. inhibition, % at 5.9 µM. O75608. 0.16% of 320,000 active. AID 2174. recombinant LYPLA1, FP-Rh probe fluorescence polarization;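 active = inhibition above the mean of all tested compounds plus 3 SD, set per campaign, cut at about 14% in these data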;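 also: inhibitors block serine hydrolase probe labeling of LYPLA1 so polarization falls; 0% = enzyme with DMSO and 100% = wells lacking LYPLA1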
* hit, by the source's call; nt = no result given. A portion of the library; the hit share may differ from the screen's.

SMILES | PREPL inhibitor | EBNA-1 inhibitor | ZTA DNA inh | PAFAH1B3 FP inh | LYPLA2 inh | PAD4 FP inh | GSTO1 inh | PAFAH2 FP inh | LYPLA1 inh
CC(C)COc1ccc(C2NC(=O)NC2=O)cc1 (stereo not drawn) | -7 | 12 | 9 | 1 | -10 | -3 | 0 | -5 | -2
CCCC(=O)Nc1ccccc1-c1nnc(SCC)[nH]c1=O | -20 | -3 | 10 | 6 | -1 | 0 | -6 | -1 | 0
CN(C)S(=O)(=O)c1cccc(NC(=O)c2cc([N+](=O)[O-])ccc2N2CCCCC2)c1 | 11 | nt | 2 | 5 | 0 | 3 | nt | 9 | -4
CC1CCN(C(=O)c2ccc(S(=O)(=O)Cc3cccc(F)c3)c([N+](=O)[O-])c2)CC1 | 1 | 3 | -9 | 5 | 0 | 0 | 1 | 4 | -2
O=C(Nc1cccc(/C=C/c2ccccn2)c1)c1ccc(-n2cncn2)c([N+](=O)[O-])c1 | 31 | 8 | -12 | 1 | 1 | -2 | -11 | -2 | -1
O=C(C1CCN(C2CC(=O)N(c3cccc(Cl)c3)C2=O)CC1)N1CCCCCC1 (stereo not drawn) | 12 | 7 | 20 | 3 | -1 | -6 | -3 | 1 | -1
COc1ccc(N(C(=O)c2cc3ccccc3oc2=O)C2C=CS(=O)(=O)C2)cc1 (stereo not drawn) | -1 | 2 | -2 | 7 | -3 | 2 | 4 | 0 | -3
O=C(NCc1ccc(Cl)cc1)C1CCN(C(=O)c2ccco2)CC1 | -2 | 2 | 1 | 0 | 1 | -3 | 4 | 17 | -1
CNc1oc(-c2ccccc2F)nc1S(=O)(=O)c1ccc(C)cc1 | -3 | -18 | 4 | -1 | -5 | -9 | 5 | -2 | -3
CCOC(=O)c1cc(=O)n(-c2ccc(Cl)cc2C)[nH]1 | 5 | 9 | -7 | -5 | -2 | -5 | 1 | -8 | -2
Cc1ccccc1C(=O)O/N=C(\N)c1ccncc1 | -9 | 9 | 15 | 11 | -3 | -2 | 0 | 3 | 2
CCCNc1c(NS(=O)(=O)c2ccc3c(c2)CCCC3)c(=O)oc2ccccc12 | -18 | 2 | -6 | 7 | 1 | -2 | 2 | 18 | 2
Cc1c(Cc2ccccc2)c(=O)oc2cc(OCc3nn[nH]n3)ccc12 | -17 | 1 | 3 | -2 | 2 | 2 | -17 | -13 | 3
COc1ccccc1OCCNC(=O)C(CCSC)NC(=O)c1ccccc1Cl (stereo not drawn) | 26 | -6 | -3 | 10 | 3 | 0 | -6 | -1 | 0
COc1cccc(/C=C/C(=O)N(C)CC(=O)Nc2ccc(Cl)c(C(F)(F)F)c2)c1 | 14 | -2 | 6 | -4 | -22 | 1 | 0 | -10 | -13
COc1ccccc1C(=O)NCCNc1nc2cc(C)cc(C)c2cc1C#N | -12 | -5 | 9 | -5 | -11 | -6 | 0 | 1 | -5
CC(=O)C1=C(O)C(=O)N(Cc2ccccc2)C1c1ccc(N(C)C)cc1 (stereo not drawn) | -2 | -10 | -8 | 0 | -3 | -4 | -6 | -1 | -1
Cc1cccc([C@@H]2[C@@H]3C(=O)N(Cc4ccccc4)C(=O)[C@@H]3[C@]3(Cc4ccccc4)C(=O)N(c4ccc(C(F)(F)F)cc4)C(=O)N23)c1 | -5 | 7 | 9 | 5 | -10 | 5 | -2 | -12 | -6
CCC1=C(OC(=O)N(CC)CC)N2C(=O)OC(=NCC3CC3)[C@]2(Cc2ccccc2)[C@H]2C1=CC[C@H]1C(=O)N(CC(=O)OC)C(=O)[C@H]12 | 1 | 6 | 4 | nt | 5 | 3 | 2 | nt | 1
CCOc1ccc(NC(=O)CN(C)C(=O)c2c(-c3c(F)cccc3Cl)noc2C)cc1OCC | 10 | -6 | -5 | -5 | -6 | -8 | -3 | 3 | 4
CC(=O)c1cnc(-c2cccc(Cl)c2)s1 | 12 | -6 | 7 | 17 | 1 | -6 | -6 | -3 | -4
O=C(Nc1ccc(S(=O)(=O)NC2=NCCCCC2)cc1)c1cccc(S(=O)(=O)N2CCOCC2)c1 | 2 | nt | nt | 7 | nt | 1 | nt | -5 | nt
O=C(c1cnccn1)N1CCc2ccccc2C1 | 2 | -5 | 13 | 4 | -14 | 3 | 7 | -2 | -4
Cc1cccc(CNS(=O)(=O)c2ccc(-c3cnc(C4CC4)o3)cc2)c1 | -9 | -5 | -12 | 1 | 4 | 1 | -5 | 2 | 3
N=c1c(C(=O)NCCN2CCOCC2)cc2c(=O)n3ccccc3nc2n1CCCN1CCOCC1 | 7 | -8 | -3 | 1 | -5 | -3 | 5 | -1 | -9
CC(C)c1ccccc1OCC(=O)NN1C(=O)c2ccccc2C1=O | -8 | -6 | -8 | 9 | 0 | 2 | -3 | 1 | 0
CCCc1cc(NCCCN2CCOCC2)n2c(nc3ccccc32)c1C#N | 2 | 5 | 9 | 9 | 1 | -4 | -9 | 7 | 0
CC(=O)Nc1ccc(NC(=O)C(Cc2ccccc2)NC(=O)C2CCC(C)CC2)cc1 (stereo not drawn) | 7 | 27 | -6 | 7 | 13 | -4 | 0 | 4 | -1
COCCn1cc(C(=O)c2cc(Br)ccc2O)cc(C#N)c1=O | 4 | 1 | 0 | -6 | -3 | -3 | -14 | 4 | -2
O=[N+]([O-])c1cc(S(=O)(=O)Nc2ccccc2)ccc1N1CCN(c2ccc(O)cc2)CC1 | 16 | -8 | 0 | 12 | 20 | 1 | -2 | 7 | -1
O=[N+]([O-])/C=C/c1ccc2c(ccn2Cc2ccccc2)c1 | -2 | 15 | 1 | 6 | -23 | 2 | 4 | -2 | -16
COc1ccc(CC(=O)Nc2ccccc2C(=O)NCCc2ccccc2)cc1 | -4 | -2 | -5 | 1 | 3 | 1 | 4 | 0 | 5
O=[N+]([O-])c1ccc(/C=N/NS(=O)(=O)c2ccc(Cl)cc2)o1 | 2 | 8 | 6 | 6 | 4 | -1 | 6 | 3 | 0
COc1cccc(NC(=O)CCS(=O)(=O)c2ccc3c(c2)oc(=O)n3C)c1 | 6 | 0 | -9 | -6 | 7 | 1 | 0 | 0 | 1
CC(=O)c1ccc(OCC(=O)Nc2ccc3nc(C)sc3c2)cc1 | -11 | -9 | -11 | 5 | 3 | -2 | -8 | 7 | 0
Nc1ccc(C(=O)N/N=C\C=C\c2ccc([N+](=O)[O-])cc2)cc1 | 7 | -2 | 4 | 15 | 4 | -4 | 9 | 0 | -1
CCOc1cc([N+](=O)[O-])cc2c1C(=O)Nc1ccccc1O2 | -1 | -2 | -12 | 1 | 2 | -7 | -9 | -8 | -5
COc1ccccc1C(=O)NNC(=O)c1ccccc1Br | -6 | 1 | -1 | -3 | -3 | -4 | 7 | -7 | 2
Cc1c(C(=O)Nc2ccc(C(=O)O)cc2)cnn1C | 8 | -2 | 1 | -5 | -1 | 0 | -1 | 3 | -1
Cc1ccc(S(=O)(=O)Nc2cc(C)cn(Cc3ccccc3)c2=O)cc1 | -3 | 12 | 1 | 1 | 5 | -2 | -1 | -2 | -2
COc1cc(-c2nc(CN(C)C(C)c3ccncn3)c(C)o2)ccc1F (stereo not drawn) | 0 | 15 | 9 | -5 | 0 | -4 | -7 | -1 | -3
CN(C(=O)CSc1nc2ccccc2c(=O)n1C)C1CCS(=O)(=O)C1 (stereo not drawn) | 18 | nt | nt | 4 | nt | -6 | nt | -4 | nt
CC(=O)NC1C(Oc2ccccc2C)OC(CO)C(O)C1O (stereo not drawn) | -6 | -8 | -5 | 9 | -9 | 0 | 12 | -3 | -3
Cc1ccccc1NC(=O)C(C)OC(=O)CNS(=O)(=O)c1ccc(C#N)cc1 (stereo not drawn) | 6 | 7 | -9 | 6 | -1 | 4 | 11 | -3 | 0
Cc1ccc(OCC(=O)Nc2ccc(NC(=O)c3ccccc3)cc2)cc1C | -4 | -6 | 2 | -3 | -11 | -2 | 5 | -13 | -6
O=C1COc2ccc(C(=O)CCl)cc2N1 | 4 | -4 | -2 | nt | -3 | 7 | 31 | nt | 0
O=C(NNC1OC(CO)C(O)C(O)C1O)c1cccc(Br)c1 (stereo not drawn) | 4 | 1 | 8 | 10 | 2 | -2 | 6 | -1 | -2
CCCCOc1ccc(/C(O)=C2/C(=O)C(=O)N(Cc3cccnc3)C2c2ccncc2)c(C)c1 (stereo not drawn) | 0 | 8 | 4 | 2 | -1 | -1 | 5 | 2 | -2
COc1ccc(-c2[nH]nc3oc(=O)cc(C)c23)cc1 | -40 | -4 | 3 | -2 | 3 | 0 | 6 | 5 | -3
CCOC(=O)c1c(-n2c(C)cc(C=O)c2C)sc2c1CCCC2 | 15 | 7 | -3 | 7 | -4 | -4 | 3 | -6 | 2
Cc1cc2cc(CN(Cc3ccco3)C(=S)NCC3CCCO3)c(=O)[nH]c2cc1C (stereo not drawn) | -13 | 11 | 6 | 4 | -4 | -4 | -4 | 0 | -2
O=C(Nc1ccc(C(=O)N2CCCCC2)cc1)c1ccccc1Br | 5 | 8 | 6 | 1 | 8 | -2 | -10 | -2 | 0
COC(=O)c1ccc(/C=N/NC(=O)CC(=O)NC(C)C)cc1 | 3 | 15 | 9 | -3 | 2 | -2 | -5 | 3 | -2
Cc1c(N2C(=O)CS/C2=N\N=C\c2ccc(Br)cc2)c(=O)n(-c2ccccc2)n1C | 13 | -16 | 3 | 5 | 4 | -5 | -8 | 0 | 2
Cc1c(C(=O)N2CC[C@@H](N3CCC(O)CC3)[C@H](O)C2)[nH]c2ccc(Cl)cc12 | 3 | -1 | 13 | 7 | 9 | 0 | 4 | 5 | 1
N#C/C(=C\c1cccs1)C(=O)N1CCOCC1 | 11 | -5 | 6 | 4 | 1 | -1 | -14 | 4 | 0
COc1ccc(C(=O)NCc2nnc(SCC(=O)N3CCc4ccccc43)n2Cc2ccccc2)cc1 | -3 | 4 | 6 | 3 | -4 | 0 | -1 | 2 | -3
CC(C)C(=O)Nc1cc(S(=O)(=O)Nc2cccc(Cl)c2)ccc1Cl | 10 | 7 | 6 | 9 | -5 | -3 | 3 | 1 | -1
Cc1ccccc1CS(=O)(=O)Cc1ccc(C(=O)NCc2ccccn2)o1 | 11 | -2 | -1 | 17 | 10 | 5 | 12 | 13 | 7
Cc1nn(-c2ccccc2)c(C)c1P(=O)(c1ccccc1)N(C)C (stereo not drawn) | 8 | -5 | 4 | 5 | 8 | -2 | 2 | 4 | 2

The list goes on:
SMILES | PREPL inhibitor | EBNA-1 inhibitor | ZTA DNA inh | PAFAH1B3 FP inh | LYPLA2 inh | PAD4 FP inh | GSTO1 inh | PAFAH2 FP inh | LYPLA1 inh
Cc1c(C(=O)Nc2ccc(Cl)cc2)c2ccccn2c1C(=O)c1ccc(F)cc1 | 8 | -17 | 12 | 4 | -4 | -2 | 0 | 4 | -1
Cc1cccc(-c2nc3ccccc3c(=O)n2NC(=O)c2ccc([N+](=O)[O-])c(C)c2)c1 | -1 | 8 | 6 | 5 | 0 | 12 | 5 | 12 | -2
NS(=O)(=O)c1cccnc1Nc1c(Cl)cccc1Cl | 6 | -17 | -4 | 2 | 8 | -1 | 0 | 7 | 2
O=C(c1ccc(N2CCCCC2)c([N+](=O)[O-])c1)N1CCN(S(=O)(=O)c2ccccc2)CC1 | -13 | 1 | 8 | 3 | -2 | 6 | -3 | 1 | -3
Cc1nn(Cc2ccc(Br)cc2)c(C)c1NC(=O)c1nn(C)cc1Cl | -4 | 0 | 0 | -2 | 0 | -7 | -13 | 4 | -1
O=C(O)c1ccccc1Nc1ccnc(Cl)n1 | -3 | -8 | 0 | 0 | -10 | 4 | -10 | -3 | 2
CCOC(=O)N1N=C(C)CC1(O)c1ccccc1 (stereo not drawn) | -2 | -8 | -4 | 4 | -2 | -3 | 1 | 1 | 2
